TNAP activation fold = stimulation of alkaline phosphatase TNAP activity – biochemical, luminescent, no phosphate acceptor, uHTS, primary screen (AID 1001). 200,000 compounds, 0.03% hits. purified TNAP, luminescent activation assay, no phosphate acceptor; higher activation fold means a stronger effect. activation fold at 20 µM; hits with a dose series show EC50 in µM; in the data active means activation fold from about 3, or a potency from the dose series; inactive means the rest, 99 in 100 with activation fold below about 1.6; further: many of its hits are not listed in these tables
PhoP inhibition = inhibitors of PhoP regulon expression, primary screen, Salmonella Typhimurium, GFP reporter (AID 1863). one-dose inhibition, % at 50 µM; IC50 in µM for titrated hits. 300,000 compounds, 0.16% hits. S. Typhimurium PhoP-regulated promoter GFP reporter, 4 h; higher % means a stronger effect;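 active means inhibition over 29.93%, a cutoff 3 SD above the screen mean, later confirmed by dose response; inconclusive means inhibition over 29.93% but no dose response follow-up; inactive means inhibition at most 29.93% or unconfirmed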;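 further: 0% = low Mg2+ inducing control and 100% = high Mg2+ repressing control; strong numbers were not always called active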
PMI inhibitors = inhibitors of human PMI, primary screen, biochemical, fluorescence intensity, coupled assay (AID 1209) | 190,000 compounds, 0.42% hits | purified PMI enzyme, coupled fluorescence intensity; higher % means a stronger effect | inhibition, % at 20 µM, or IC50 in µM where a hit was titrated;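 further: plate controls were DMSO vehicle for no effect and wells lacking substrate for full effect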
XIAP displacement = XIAP antagonists, biochemical, IAP family, fluorescence polarization (AID 1018); XIAP BIR domain, fluorescence polarization peptide displacement; higher % means a stronger effect; one-dose displacement, % at 20 µM; IC50 in µM for titrated hits; 200,000 compounds, 0.007% hits; in the data active means displacement above about 50%; further: a part of the inactive calls stands beside numbers as strong as those of hits
RSV CPE inhibition = inhibition of RSV-induced cytopathic effect – HEp-2 cells, primary 10 µM value included (AID 2391). HEp-2 cells, RSV-induced CPE inhibition; higher % means a stronger effect. CPE inhibition, % at 10 µM, or IC50 in µM where a hit was titrated. 310,000 compounds, 0.13% hits; in the data active means a potency from the dose series; inconclusive means CPE inhibition mostly from about 23% at the one dose, without a potency; inactive means the rest, 99 in 100 with CPE inhibition below about 21%; further: strong numbers were not always called active
WT yeast gro inh = growth inhibition of WT yeast, mitochondrial fusion screen. 190,000 compounds, 2.1% hits. mitochondrial fusion phenotypic screen, WT strain. inhibition, % at 10 µM; in the data active means inhibition above about 58%; tested in S. cerevisiae
SIAH1 antagonists = blockers of Siah-1 interaction with plectin peptide – biochemical, fluorescence polarization, rhodamine-plectin, uHTS, primary screen (AID 1817) | 290,000 compounds, 0.02% hits | displacement, % at 20 µM; hits with a dose series show IC50 in µM | Siah-1 / rhodamine-plectin peptide fluorescence polarization; higher % means a stronger effect;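 active means displacement of at least 50% at 20 µM, with a fluorescence ratio check between 0.3 and a set limit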;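 further: plate controls were Siah plus tracer with DMSO for no effect and tracer alone without Siah for full effect; strong numbers were not always called active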
Myeloid diff 2 = myeloid differentiation induction | ER-HoxA9 myeloid progenitors, lysozyme-GFP differentiation, flow cytometry | calls only at 10 µM | 360,000 compounds, 1% hits | AID 624256;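 active means normalized GFP-positive differentiation at or above the plate's own cutoff, the solvent-only control mean plus 3 SD; inconclusive means no clear call, values can overlap the other calls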;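 further: cells exposed to compound for four days before flow analysis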
human PMI inhibitors = MPI inhibition at elevated mannose 6-phosphate – biochemical, fluorescence intensity, high mannose 6-phosphate, primary screen (AID 1220); 190,000 compounds, 0.66% hits; one-dose inhibition, % at 20 µM; IC50 in µM for titrated hits; recombinant PMI enzyme, coupled fluorescence intensity; higher % means a stronger effect
WT yeast gro inh mutant strain = also measured in WT yeast gro inh; calls as there; inhibition, %; mitochondrial fusion phenotypic screen, mutant strain inhibition
Myeloid diff 2 GFP+ MAC1+ % = also measured in Myeloid diff 2; calls as there; GFP+ MAC1+ double positive, %; measured here: differentiation confirmed by MAC1 staining
* = called active by the depositor; i = inactive; ? = inconclusive; . = no result given. Unless noted, no stated cut-off is given here; in the data, active means inhibition above about 50%; inactive means the rest.

SMILES	TNAP activation fold	PhoP inhibition	PMI inhibitors	XIAP displacement	RSV CPE inhibition	WT yeast gro inh	WT yeast gro inh mutant strain	SIAH1 antagonists	Myeloid diff 2	Myeloid diff 2 GFP+ MAC1+ %	human PMI inhibitors
O=C(Oc1ccc([N+](=O)[O-])cc1)c1ccc2ccccc2n1	1	0%	18%	-12%	-0.5%	10	26	4%	i	1.9	13%
O=C(CNC(=O)c1cccs1)N/N=C/c1ccc(O)cc1O	1.9	12%	-16%	-1.1%	1.1%	2	10	-6%	i	0.0	-30%
CC1CC(C)CN(CCCNC(=O)c2ccc(CNS(=O)(=O)c3ccc(F)cc3)cc2)C1 (stereo unspecified)	.	6%	.	.	-0.7%	.	.	-6%	i	0.7	.
Cc1ccc(NC(=O)c2ccc([N+](=O)[O-])cc2)cc1S(=O)(=O)N(C)C	1	7%	-2%	-4.5%	2.6%	-10	8	-3%	i	0.2	6%
CC(C)NC(=O)Nc1cccc(Cl)c1	.	6%	.	.	1.5%	.	.	-8%	i	1.0	.
Cc1c(Cl)c(C(F)(F)F)nn1CC(=O)NCc1ccco1	1.1	-5%	0%	-4.4%	2.3%	-1	4	1%	i	1.4	-3%
COc1ccc(OCCCC(=O)Nc2ccc3c(c2)OCCO3)cc1	1.1	-1%	5%	-4.9%	12%	10	8	-6%	i	6.7	5%
O=C(Nc1ccc(Cl)cc1C(=O)O)c1ccc2c(c1)C(=O)N(Cc1ccco1)C2=O	1.1	10%	9%	-36%	0.2%	-2	7	-3%	i	0.1	5%
O=C(CSc1nc2ccccc2s1)NNC(=S)Nc1ccc(Br)cc1	1.2	-11%	1%	-4.0%	12%	0	0	-7%	i	0.8	1%
COc1ccc(-c2n[nH]c(=S)n2-c2ccc(C)cc2C)cc1	.	5%	.	.	0.5%	.	.	8%	i	0.5	.
O=C(Nc1ccc(S(=O)(=O)Nc2nccs2)cc1)c1cc(=O)[nH]c2ccccc12	.	5%	.	.	0.3%	.	.	0%	i	0.2	.
C=CCC1NS(=O)(=O)OC2CCCCC12 (stereo unspecified)	.	-3%	.	.	0.6%	.	.	9%	i	1.6	.
O=C(CSCc1cnn(-c2ccccc2)c1-n1cccc1)NCc1ccccn1	1.1	-7%	3%	-2.8%	-0.4%	-25	-11	-5%	i	1.1	6%
CCSc1ccccc1C(=O)Nc1cc(C)on1	1.2	4%	12%	-2.3%	2.5%	-6	3	4%	i	1.0	17%
Cc1cccc(NC(=O)c2ccccc2NC(=O)Cc2ccccc2)c1C	1.1	-8%	4%	-8.1%	2.1%	-10	-1	9%	i	9.9	3%
Cc1[nH]n(-c2cccc([N+](=O)[O-])c2)c(=O)c1-c1ccccc1	1	-6%	-22%	-3.6%	9.8%	10	18	0%	i	0.2	-3%
Fc1cnc(N2CCN(c3ccccc3)CC2)nc1N1CCN(c2ccccc2)CC1	1.1	4%	1%	0.2%	4.1%	26	4	-10%	i	0.2	1%
O=C1CC(C(=O)N2CCc3ccccc32)CN1c1ccccc1 (stereo unspecified)	.	0%	.	.	2.0%	.	.	2%	i	3.7	.
Cc1c(CNCCc2ccccc2Cl)c(C(=O)O)c(C)n1-c1ccccc1	.	-3%	.	.	-1.5%	.	.	2%	i	0.2	.
COc1ccc(N2CCN(C(=O)CNC(=O)Cc3ccccc3)CC2)cc1	.	5%	.	.	1.3%	.	.	4%	i	1.7	.

The list goes on; the last 2 above are carried over.
SMILES	TNAP activation fold	PhoP inhibition	PMI inhibitors	XIAP displacement	RSV CPE inhibition	WT yeast gro inh	WT yeast gro inh mutant strain	SIAH1 antagonists	Myeloid diff 2	Myeloid diff 2 GFP+ MAC1+ %	human PMI inhibitors
Cc1c(CNCCc2ccccc2Cl)c(C(=O)O)c(C)n1-c1ccccc1	.	-3%	.	.	-1.5%	.	.	2%	i	0.2	.
COc1ccc(N2CCN(C(=O)CNC(=O)Cc3ccccc3)CC2)cc1	.	5%	.	.	1.3%	.	.	4%	i	1.7	.
O=C(O)[C@@H](O)c1ccccc1	1	-6%	-2%	.	3.3%	-3	8	3%	i	1.8	0%
COc1ccc(OC(C)C(=O)N2CCN(c3ccccn3)CC2)cc1 (stereo unspecified)	1.1	3%	12%	3.1%	0.2%	7	1	3%	i	0.9	15%
COc1cccc(-c2nc(Oc3cc(C)cc(C)c3)c3ccccc3n2)c1O	1	0%	4%	-7.4%	2.1%	6	2	15%	.	.	-2%
Cc1ccc(S(=O)(=O)NCc2ccccn2)cc1C	.	-4%	.	.	0.4%	.	.	8%	i	0.6	.
CCc1ccc(N2CC(C(=O)OCC(=O)Nc3cc(C)on3)CC2=O)cc1 (stereo unspecified)	1.1	-1%	6%	-8.0%	0.8%	-1	-10	1%	i	0.6	5%
Cn1c(N)c(S(=O)(=O)N2CCCC2)c(=O)n(C)c1=O	.	6%	.	.	0.3%	.	.	2%	i	1.5	.
COC(=O)Nc1nnc(Cc2ccc(Cl)cc2)s1	1	-1%	7%	-4.8%	1.2%	19	12	0%	i	1.2	4%
CCOC(=O)c1ccc(S(=O)(=O)N2CCN(C(=O)c3nn(C)c(=O)c4ccccc34)CC2)cc1	1	1%	0%	-6.5%	1.8%	5	-13	14%	i	0.3	-1%
CCOC(=O)C1(Cc2ccc(Cl)cc2)CCN(Cc2cn(CC)nc2C)CC1	.	-9%	.	.	6.4%	.	.	1%	i	0.3	.
COc1ccc(S(=O)(=O)Nc2ccccc2-c2nnn(CC(=O)Nc3ccccc3OC)n2)cc1	1	-8%	12%	-0.1%	14%	0	2	-1%	i	1.3	-3%
O=[N+]([O-])c1ccc(Cl)c(CN2CCCCCC2)c1	.	7%	.	.	-0.2%	.	.	-1%	i	0.3	.
COc1ccccc1NC(=O)c1ccccc1NS(=O)(=O)c1cccs1	1.1	9%	-19%	-6.4%	1.2%	25	21	0%	i	1.4	-13%
CCOC(=O)C1CCN(c2ccc(-c3cccs3)nn2)CC1	.	-4%	.	.	0.1%	.	.	16%	i	0.5	.
CN(CCNC(=O)C1CCC(=O)N(Cc2cccc(F)c2)C1)CCc1ccccc1 (stereo unspecified)	.	4%	.	.	0.1%	.	.	12%	i	0.7	.
NCC/C=C1/c2ccccc2CSc2ccccc21	1	-8%	1%	-3.1%	-0.9%	-14	-5	-7%	i	0.2	-4%
O=[N+]([O-])c1cc(Cl)cc(/C=N/Nc2nc3ccccc3s2)c1O	1	-4%	-14%	-5.1%	5.8%	54	22	-2%	i	0.3	-25%
CCC(CC)CN1C(Nc2ccccc2)=NC[C@@H]1C	.	1%	.	.	-0.4%	.	.	0%	i	0.9	.
CCN1CCN(CC(O)COc2cccc(OC)c2)CC1 (stereo unspecified)	1.1	-4%	-1%	-1.2%	0.1%	-10	1	1%	i	0.2	-1%
COc1ccc2[nH]c(CN3CCC(n4nccc4NC(=O)C4CC4)CC3)c(C)c2c1	.	6%	.	.	1.3%	.	.	2%	i	5.5	.
Cc1cc(C(=O)Nc2ccon2)cs1	1.1	17%	6%	-1.1%	2.0%	-2	-3	-3%	i	7.3	-1%
Nc1nonc1-n1nnc(C(=O)N/N=C/c2ccc(F)cc2)c1-c1cccs1	.	-1%	.	.	0.7%	.	.	-2%	i	0.4	.
O=C(C1CCCN(Cc2ccc(F)cc2)C1)N1CCCCC1 (stereo unspecified)	.	-2%	.	.	0.1%	.	.	3%	i	0.5	.
c1ccc(-c2ccc3nnnn3n2)cc1	.	-4%	.	.	3.6%	.	.	2%	i	0.8	.
O=C(C(c1ccccc1)c1ccccc1)N1CCN(Cc2ccncc2)CC1	1.2	4%	4%	-1.0%	0.1%	15	17	8%	i	0.9	-2%
Cc1ccc(S(=O)(=O)NN2C(=O)/C(=C\c3ccc(Cl)cc3)SC2=S)cc1	.	-3%	.	.	5.0%	.	.	8%	i	0.7	.
CCOc1ccc(C2/C(=C(/O)c3ccc4c(c3)CC(C)O4)C(=O)C(=O)N2CC2CCCO2)cc1 (stereo unspecified)	.	1%	.	.	1.3%	.	.	6%	i	0.8	.
O=C(c1cc2cc(Cl)ccc2oc1=O)N1CCCCCCC1	.	-2%	.	.	4.6%	.	.	-2%	i	0.4	.
CC1(C)CC(=O)c2cnc(NC3CC3)nc2C1	1	5%	-3%	-3.6%	0.1%	-10	-18	4%	i	0.1	-9%
O=C(/C=C/c1ccccc1)/C=C/c1ccccc1	1.1	1%	2%	-5.6%	0.7%	57	55	7%	?	.	6%
CCn1cc([N+](=O)[O-])nc1C	1.1	5%	-7%	-0.6%	2.1%	-7	-4	0%	i	1.0	-4%
O=C(CCN1C(=O)[C@@H]2Cc3ccccc3CN2C1=O)Nc1cccc(F)c1	.	-8%	.	.	2.7%	.	.	11%	i	0.8	.
COc1ccc(/C=C2\SC(=S)N(CCC(=O)NC3C=CS(=O)(=O)C3)C2=O)cc1 (stereo unspecified)	.	-8%	.	.	-0.6%	.	.	33%	?	.	.
Cc1cccc(N2CCN(C(=O)Cc3ccc(Br)cc3)CC2)c1C	1.1	0%	10%	-1.9%	15%	15	8	2%	i	1.4	0%
CCOC(=O)C1=C2NC(=O)c3ccccc3N2C(=O)C1	1.1	-15%	-63%	-5.9%	2.2%	-42	-10	14%	.	.	-105%
CS(=O)(=O)N(Cc1ccccc1)c1ccc(C(=O)Nc2cccnc2)cc1	1	-7%	-6%	-4.0%	1.0%	-12	-8	7%	i	3.9	-6%
Cc1ccc(C)c(C(=O)COC(=O)c2cc(Cl)nc3ccccc23)c1	1.2	-3%	13%	3.6%	1.8%	30	-8	8%	i	0.4	0%
C=CCn1c(=O)c2ccccc2n2c(SCc3csc(-c4ccccc4)n3)nnc12	1	-7%	-18%	-5.8%	11%	15	19	-8%	i	0.3	-12%
O=C(CC12CC3CC(CC(C3)C1)C2)NCC(c1ccc(F)cc1)N1CCOCC1 (stereo unspecified)	1	1%	-20%	-6.5%	-2.2%	2	-14	1%	i	0.9	-7%
CCCCNC(=O)c1onc(CSc2nc3ccccc3[nH]2)c1C(=O)NCCCC	.	14%	.	.	-0.4%	.	.	2%	i	0.2	.
CCN(CC)S(=O)(=O)c1cccc(NC(=O)CSc2nnc(N)s2)c1	1.1	-4%	7%	1.6%	2.5%	7	-20	0%	i	0.1	-4%
Cc1ccc(S(=O)(=O)NCCCCCC(=O)Nc2ccccc2C)cc1	1	-5%	-5%	-2.7%	3.2%	-6	-5	0%	i	0.8	-4%
COc1ccc(C(=O)Nc2cccc(-c3nc4ncccc4o3)c2C)cc1OC	1.1	17%	6%	-0.3%	2.1%	4	2	1%	i	0.8	0%
CC(C)Oc1cccc(C(=O)NC(=S)Nc2ccc(Cl)c(C(=O)O)c2)c1	1.1	-2%	-5%	-2.1%	2.6%	4	10	3%	i	0.7	-12%
COc1cc2ccc(=O)oc2c(CC=C(C)C)c1OC	.	-2%	.	.	0.0%	.	.	-1%	i	1.7	.
